ANO1 activ: mouse TMEM16A channel activation, primary screen. AID 623877. hit rate 0.3% among 340,000. HEK293 TMEM16A/YFP-H148Q/I152L, iodide quench fluorescence; hits give low values. B-score at 10 µM;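 active = fluorescence-ratio B-score plate-corrected deviation score at least 3 library SD below zero, with starting fluorescence score within 5 deviations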;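 note: channel opened by trigger with iodide after compound preincubation; score built on the fluorescence ratio of max minus min over baseline; more negative score means more quench and so TMEM16A activation or potentiation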
Target sequence (Q8BHY3 whole entry, looked up): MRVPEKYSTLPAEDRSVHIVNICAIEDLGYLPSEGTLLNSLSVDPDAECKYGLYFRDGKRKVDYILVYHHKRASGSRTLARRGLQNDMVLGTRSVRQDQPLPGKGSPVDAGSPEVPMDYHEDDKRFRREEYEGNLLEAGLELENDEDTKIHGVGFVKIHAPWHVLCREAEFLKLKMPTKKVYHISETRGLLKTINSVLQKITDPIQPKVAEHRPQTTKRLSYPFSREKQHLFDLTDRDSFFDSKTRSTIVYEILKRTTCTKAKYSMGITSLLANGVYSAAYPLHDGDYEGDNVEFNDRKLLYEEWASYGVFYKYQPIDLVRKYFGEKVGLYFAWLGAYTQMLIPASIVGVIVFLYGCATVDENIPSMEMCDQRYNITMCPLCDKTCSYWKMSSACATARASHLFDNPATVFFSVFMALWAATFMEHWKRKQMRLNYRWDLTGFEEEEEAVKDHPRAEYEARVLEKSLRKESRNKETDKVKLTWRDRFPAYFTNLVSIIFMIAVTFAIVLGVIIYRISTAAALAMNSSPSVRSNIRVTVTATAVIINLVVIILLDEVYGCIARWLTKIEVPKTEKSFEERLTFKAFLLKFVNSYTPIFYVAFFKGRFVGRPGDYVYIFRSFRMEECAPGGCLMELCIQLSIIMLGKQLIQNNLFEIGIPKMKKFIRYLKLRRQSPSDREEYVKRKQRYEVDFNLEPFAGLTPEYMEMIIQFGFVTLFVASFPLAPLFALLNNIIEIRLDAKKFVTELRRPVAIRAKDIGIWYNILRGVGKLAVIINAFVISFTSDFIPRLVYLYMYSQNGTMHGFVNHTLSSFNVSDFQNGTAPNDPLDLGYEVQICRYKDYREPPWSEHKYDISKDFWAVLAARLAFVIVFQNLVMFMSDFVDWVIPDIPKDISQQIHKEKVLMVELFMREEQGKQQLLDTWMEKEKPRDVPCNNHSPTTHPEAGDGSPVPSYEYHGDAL
KCNQ1 block: human KCNQ1 channel inhibition. P51787. CHO-K1 KCNQ1, FluxOR thallium flux fluorescence; hits give high values. B-score at 10 µM. hit rate 1.3% among 310,000. AID 2642;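 active = compounds whose thallium flux B-score, printed positive for inhibition, exceeds three library SD while starting fluorescence stays within three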;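 note: channel opened by potassium depolarization with thallium stimulus after 20 min compound exposure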
HDAC3 inh: blocks human histone deacetylase 3. O15379. recombinant HDAC3, fluorogenic peptide/trypsin coupled, fluorescence. inhibition, % at 8.3 µM. hit rate 0.15% among 320,000; in the data active = inhibition above about 26%, passing the limit was not always enough; inconclusive = no clear call, values can overlap the other calls
KCNQ1 pot: human KCNQ1 channel potentiation or activation; P51787; CHO-K1 KCNQ1, thallium flux FluxOR fluorescence; hits give high values; B-score at 10 µM; hit rate 0.35% among 310,000; AID 2648;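 active = fluorescence ratio B-score, a plate-corrected score, at least three library SD, with initial intensity B-score within 5 SD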
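System: Stable KCNQ1 CHO-K1 line | Incubation: 90 min dye loading and 20 min compound exposure, both at room temperature | Measure: Ratio B score | Medium: Assay buffer for compound exposure, DMSO matched across wells | Compound dosing: Single-concentration screen | Probe or stimulus: K+/Tl+ depolarizing stimulus | Measured by: Kinetic FluxOR fluorescence, 10 s baseline plus 110 s post-stimulus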
RGS4 pot: potentiators or activators of RGS4; HEK293 M3R/inducible RGS4, carbachol calcium flux Fluo4; hits give low values; B-score at 10 µM; hit rate 0.92% among 310,000; AID 463111;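 active = B-score of the integrated calcium signal more than 4 SD below the library mean, with starting fluorescence not abnormally high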;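 note: negative B-score means reduced calcium response which marks RGS4 activation or potentiation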
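System – HEK293 FlpIn-TREx cells, stable M3R, doxycycline-inducible RGS4 · Reagent – ECmax carbachol challenge · Times – compound preincubation 20 min at room temperature before agonist · Technique – Fluo4 fluorescence kinetic imaging of calcium · Measure – B score of integrated Fluo4 ratio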
KCNK9 inh: human KCNK9 channel inhibition | HEK293 KCNK9, FluxOR thallium flux fluorescence; hits give low values | B-score at 10 µM | hit rate 1.2% among 310,000 | AID 488922;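 active = ratio B-score over 3 SD below the library mean, with starting fluorescence within 5 SD of its mean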;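 note: negative B-score means less thallium flux so channel inhibition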
RGS4 block: inhibitors of human RGS4. B-score at 10 µM. P49798. AID 463165. hit rate 0.45% among 310,000. HEK293 M3R/RGS4 inducible, Fluo-4 calcium flux; hits give high values; triggered by carbachol at its EC20;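 active = B-score, a plate-corrected calcium signal, over three deviations above library mean, with baseline fluorescence within five deviations of library mean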;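 note: RGS4 expression induced by doxycycline in cells with stable M3 receptor; B-score is computed from the integrated fluorescence ratio over baseline after carbachol; higher B-score means a larger calcium signal and so more RGS4 inhibition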
TMEM16A inh: inhibitors of mouse TMEM16A calcium-activated chloride channel. HEK293 TMEM16A/YFP iodide influx fluorescence, ionomycin. normalized B-score (activity score, 25-100; higher = stronger inhibition) at 10 µM. AID 588511. hit rate 1.2% among 310,000;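 active = ratio plate-corrected score three or more library SD toward inhibition, starting fluorescence score within five deviations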;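 note: score derived from kinetic fluorescence span divided by baseline fluorescence per well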
SKKanGAS inh: inhibitors of SKKanGAS S. pyogenes growth in kanamycin (SK-promoter or general growth effect). AID 1662. BacTiter-Glo, 6 h. inhibition, % at 7.5 µM. hit rate 1.3% among 300,000;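 active = mean replicate score, as percent of positive control median, at least 50; inconclusive = mean below 50 but one replicate at or above 50; inactive = mean and every replicate below 50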;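 note: strain carries kanamycin resistance gene driven by streptokinase promoter and grows in 40 µg/ml kanamycin; loss of luminescence reflects streptokinase promoter inhibition or plain growth inhibition; 0% = median of DMSO wells and 100% = positive control at its reference dose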
KCNK3 block: human KCNK3 channel inhibition, primary screen; hit rate 0.84% among 340,000; CHO-KCNK3 thallium flux, FluxOR fluorescence; hits give low values; O14649; B-score at 10 µM;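 active = B-score under library mean minus 4 SD, starting fluorescence ratio at most library mean plus 5 SD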;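 note: more negative B-score means stronger inhibition of thallium flux through KCNK3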
hERG rescue: hERG (human) protection from proarrhythmic block. hit rate 0.51% among 310,000. AID 1511. Q12809. activation (rescue from dofetilide block), less the hit threshold, % at 10 µM. CHO-hERG, FluxOR thallium flux, dofetilide IC70 present;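 active = activation above the mean of controls blocked by dofetilide plus 5 SD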;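 note: thallium influx through hERG after potassium depolarization seen as dye fluorescence rise; in these data hits start at about 4.7%; inactives centre near -7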
Active calls of the source: *; i = inactive; ? = inconclusive; . = no result given.

SMILES | ANO1 activ | KCNQ1 block | HDAC3 inh | KCNQ1 pot | RGS4 pot | KCNK9 inh | RGS4 block | TMEM16A inh | SKKanGAS inh | KCNK3 block | hERG rescue
CCOC(=O)C1CCN(Cc2cccc(Oc3ccc(Cl)cc3)c2)CC1 | i | i | 4 | i | i | i | i | i | -3 | i | -6
O=C(NCCc1cccs1)C(c1ccccc1)c1ccccc1 | i | i | -3 | i | i | i | i | i | -11 | i | -2
Cc1ccc(S(=O)(=O)N(CC(=O)NCc2ccncc2)C2CCCCC2)cc1 | i | i | -1 | i | i | i | i | i | -2 | i | 0
Cc1cccc(OCCCC(=O)NNC(=O)CCN2CCN(c3ccccc3)CC2)c1 | i | i | 6 | i | i | i | i | i | -8 | i | -10
N#Cc1ccc(CNC(=O)N2CCOCC2)cc1 | i | i | -5 | i | i | i | i | i | -2 | i | -3
Cc1ccnc(SCC(N)=O)n1 | i | i | 5 | i | i | i | i | i | 16 | i | -6
Cc1nc2ccccc2c(=O)n1-c1cccc(NC(=O)c2cccs2)c1 | i | i | . | i | i | i | i | i | 20 | i | -3
Cc1cc2c(cc1S(=O)(=O)CCC(=O)NC1CCC(C)CC1)OCC(=O)N2 (stereo not drawn) | i | i | -5 | i | i | i | i | i | -2 | i | -9
Cc1ccc(/C=C(/NC(=O)c2ccccc2)C(=O)NCCc2c[nH]c3ccccc23)o1 | i | i | 8 | i | i | i | i | i | -2 | i | -28
CC(=O)Nc1ccc(S(=O)(=O)N(C)CC(=O)OCC(=O)Nc2ccc3c(c2)OCO3)cc1 | i | i | -7 | i | i | i | i | i | 1 | i | -8
COC(=O)c1ccc(Oc2ccc3nncn3n2)cc1 | i | i | -6 | i | i | i | i | i | -2 | i | -7
COc1ccc(NC(=O)CN(C)S(=O)(=O)c2ccc3c(c2)CCC(=O)N3)c(OC)c1 | i | i | -8 | i | i | i | i | i | -1 | i | -5
N[C@@H](Cc1cc(I)c(O)c(I)c1)C(=O)O | i | i | 0 | i | i | i | i | i | -1 | i | -5
CCOC(=O)/C(C#N)=N/Nc1ccccc1OC | i | i | -8 | i | i | i | i | i | -4 | i | -4
COc1ccc(C(=O)NCC(=O)OCc2ccc([N+](=O)[O-])cc2)cc1 | i | i | -2 | i | i | i | i | i | 4 | i | -9
COCCCN(C(=S)Nc1ccc(C)cc1Cl)C(C)c1ccncc1 (stereo not drawn) | i | i | 4 | i | i | i | i | i | -12 | i | -4
CSC1=NCCN1C(=O)c1ccc(Br)o1 | i | i | 1 | i | i | i | i | i | -1 | i | -8
O=C(Cn1[nH]c(=O)c2ccccc2c1=O)OCC(=O)N1CCCc2ccccc21 | i | i | -2 | i | i | i | i | i | -10 | i | -13
CCC(=O)Nc1cc(C(C)C)c(O)cc1C | i | i | -8 | i | i | i | i | i | 3 | i | -1
C(=N\N1CCN(C(c2ccccc2)c2ccccc2)CC1)/c1ccc2c(c1)OCO2 | i | i | -1 | i | i | i | i | i | 6 | i | -7
C/C(=N\N=C(/N)SC1CC(=O)N(c2ccc(Cl)c(Cl)c2)C1=O)c1cccs1 (stereo not drawn) | i | i | 9 | i | i | i | 6.4* | i | 98* | i | 3
O=C1c2ccccc2S(=O)(=O)N1CCS(=O)(=O)c1ccc(F)cc1 | i | i | 1 | i | i | i | i | i | -1 | i | -5
Cc1c(C)n(C(=O)CSc2nccn2C)c2ccccc12 | i | i | 2 | i | i | i | i | i | -8 | i | -4
O=C(CC1c2ccccc2Oc2ccccc21)NCc1ccco1 | i | i | 0 | i | i | i | i | i | 2 | i | 0
CCOC(=O)C1=C(C)NC(C)=C(C(=O)OCC)C1C(=O)OCC(=O)N1CCc2ccccc2C1 | i | i | -9 | i | i | i | i | i | 6 | i | -14
CC1CC(C)CN(CCCNC(=O)CN2C(=O)COc3ccc(S(=O)(=O)N4CCOCC4)cc32)C1 (stereo not drawn) | i | i | 2 | i | i | i | i | i | -2 | i | -5
CCN(CC)c1ccc(NC(=O)Cn2c(C(C)NC(=O)c3ccccc3)nc3ccccc32)cc1 (stereo not drawn) | i | i | -6 | i | i | i | i | i | -1 | i | -5
O=S(=O)(c1cccc(F)c1)N1CCC(CO)(Cc2cccc(F)c2)CC1 | i | i | 0 | i | i | i | i | i | -2 | i | -16
O=C(Oc1c(-c2ccccc2Cl)oc2ccccc2c1=O)c1ccc(Cl)cc1 | i | i | 2 | i | i | i | i | i | -18 | i | -8
Cc1cc(=O)n2c(C(=O)Nc3ccc(C(=O)OC(C)C)cc3)c(C(=O)Nc3ccccc3)sc2n1 | i | i | . | i | i | i | i | i | 9 | i | -9
Cc1cc(C)n(CCNS(=O)(=O)c2ccccc2)n1 | i | i | 4 | i | i | i | i | i | 0 | i | -2
CN(CCCN1CCOCC1)C(=O)c1cc(COc2ccc(F)cc2F)on1 | i | i | -3 | i | i | i | i | i | 2 | i | -9
CC(C)CNc1c(N)c(=O)oc2ccccc12 | i | i | 2 | i | i | i | i | i | 1 | i | -8
C/C(Cc1ccccc1)=N\NC(=O)CNC(=O)COc1ccccc1 | i | i | -6 | i | i | i | i | i | 0 | i | -5
C=CCN(CC=C)CCCOc1ccccc1C(=O)OC | i | i | 1 | i | i | i | i | i | 1 | i | -14
Fc1ccc(-c2nnsc2Sc2ccccn2)cc1 | i | i | -4 | i | i | i | i | i | 11 | i | -4
COc1cc(C)nc(NC(=O)NC(=O)c2ccc(C(F)(F)F)cc2)n1 | i | i | 4 | i | i | i | i | i | -5 | i | -3
Clc1cccc2sc(N3CCCC3)nc12 | i | i | 3 | i | i | i | i | i | 4 | i | -12
CC(C)(C)NC(=O)NC(=O)CSc1n[nH]c(-c2ccccc2Br)n1 | i | i | 1 | i | i | i | i | i | -2 | i | -6
O=[N+]([O-])c1ccc(Oc2c(F)c(F)nc(N3CCCC3)c2F)cc1 | i | 7* | -8 | i | i | i | i | i | 17 | i | -4
Cc1ccc2nc(C)c3c(c2c1)COC3 | i | i | -7 | i | i | i | i | i | -1 | i | -9
CCC(=O)Nc1c(-c2ccccc2Cl)c(=O)c2ccccc2n1CC | . | i | 2 | i | i | i | i | i | 6 | i | -8
CN1CCN(C2=NC3(CCCC3)C(C#N)C(=O)N2)CC1 (stereo not drawn) | i | i | -1 | i | i | i | i | i | 3 | i | -11
Cc1cccc(NC(=O)c2ccccc2OCC(=O)N2CCCC2)c1C | . | i | 2 | i | i | i | i | i | -1 | . | -22
CCCCNS(=O)(=O)c1ccc(NC(=O)C2c3ccccc3Oc3ccccc32)cc1 | i | i | -4 | i | i | i | i | i | -17 | i | -10
CCOC(=O)/C(C#N)=C1\CCCN1CC(N)=S | i | i | 4 | i | i | i | i | i | -7 | i | -3
Cn1c(CSc2nc3ccccc3s2)nnc1SCC(=O)NCCCN1CCOCC1 | i | i | 2 | i | i | i | i | i | 0 | i | -2
CC(=O)c1ccc(N2CCN(c3ncccn3)CC2)c([N+](=O)[O-])c1 | i | i | 6 | i | i | i | i | i | -1 | i | 0

Full records from above:
Results for `CN1CCN(C2=NC3(CCCC3)C(C#N)C(=O)N2)CC1` (stereo not drawn) : ANO1 activ: i; KCNQ1 block: i; HDAC3 inh: -1; KCNQ1 pot: i; RGS4 pot: i; KCNK9 inh: i; RGS4 block: i; TMEM16A inh: i; SKKanGAS inh: 3; KCNK3 block: i; hERG rescue: -11
Results for `O=[N+]([O-])c1ccc(Oc2c(F)c(F)nc(N3CCCC3)c2F)cc1` : ANO1 activ: i; KCNQ1 block: 7*; HDAC3 inh: -8; KCNQ1 pot: i; RGS4 pot: i; KCNK9 inh: i; RGS4 block: i; TMEM16A inh: i; SKKanGAS inh: 17; KCNK3 block: i; hERG rescue: -4

Additional compounds
SMILES | ANO1 activ | KCNQ1 block | HDAC3 inh | KCNQ1 pot | RGS4 pot | KCNK9 inh | RGS4 block | TMEM16A inh | SKKanGAS inh | KCNK3 block | hERG rescue
CC1CN(Cc2ccccc2Cl)CC(C)O1 (stereo not drawn) | i | i | -3 | i | i | i | i | i | 1 | i | -4
C#CCNC(=O)C1=C[C@H](C2CCCCC2)[C@@H](CCCO)[C@H](OCC)O1 | i | i | -9 | i | i | i | i | i | 2 | i | -12
CCCCn1c(SCC(=O)N2CCCc3ccccc32)nc2c1c(=O)n(C)c(=O)n2C | i | i | ? | i | i | i | i | i | 5 | i | -14
COc1ccccc1N1CCN(C(=O)CSc2nc3ccccc3nc2N2CCCCC2)CC1 | i | 6* | 4 | i | i | i | i | i | 35 | i | -18
CCCCn1c(N)c(N(CCC(C)C)C(=O)CSc2nnc(Nc3ccccc3)s2)c(=O)[nH]c1=O | i | i | -9 | i | i | i | i | i | -5 | i | -11
Cc1ccc(Nc2cc(C(=O)NCCCN3CCOCC3)c3ccccc3n2)cc1C | i | i | 10 | i | i | i | i | i | 3 | i | -18
Cc1cc(C)n(CCNC(=O)c2cc(COc3ccc4ncccc4c3)on2)n1 | i | i | -3 | i | i | i | i | i | 17 | i | -13
CC1=C(C(=O)OCC2CCCCC2)C(c2ccccc2F)NC(=O)N1 (stereo not drawn) | i | i | -5 | i | i | i | i | i | 3 | i | -11
Cc1ccc(NCc2n[nH]c(=S)n2-c2ccccc2)c(C)c1 | i | i | -3 | i | i | i | i | i | 3 | i | -7
Cc1ccc2ccc(C(Nc3ccccn3)c3ccccc3)c(O)c2n1 (stereo not drawn) | i | i | . | i | i | i | i | i | 85* | i | -10
COc1ccc(NC(=O)CSc2n[nH]c(C)c2[N+](=O)[O-])cc1 | i | i | -1 | i | i | i | i | i | 4 | i | -5
O=C(CCC(=O)c1ccc(F)cc1)NC1CCCN(Cc2ccccc2F)C1 (stereo not drawn) | i | i | 9 | i | i | i | i | i | 2 | i | -2
Cc1cc(C)n2[nH]c(=O)c(N=Nc3ccc(S(N)(=O)=O)cc3)c2n1 | i | i | 12 | i | i | i | i | i | 11 | i | -2
Cc1ccc(-c2cnc3ccccc3n2)cc1C | i | i | -7 | i | i | i | i | i | -4 | i | -5
COC(=O)/C(C#N)=C/c1c(N2CCN(c3ccccc3)CC2)nc2c(C)cccn2c1=O | i | i | . | i | i | i | i | . | 17 | i | -9
O=c1[nH]c(CN2CCN(S(=O)(=O)c3ccc(Cl)cc3)CC2)nc2cc(Cl)ccc12 | i | i | 0 | i | i | i | i | i | 15 | i | -3

Screens from PubChem.
